Mdm2 ligase inh: blocks human Mdm2 ubiquitin ligase activity. Q00987. cell-based MDM2 ubiquitination luciferase reporter, 2 h; 0 = plate control, 100 = twice control, blank-subtracted. signal enhancement, % at 5 µM. 0.11% of 210,000 active. AID 1230;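 active = signal enhancement of 30% or more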;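 note: luminescence tracks abundance of the self-degrading MDM2-luciferase fusion protein; higher signal means inhibition of MDM2 E3 ligase activity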
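Assay system: stable mammalian line carrying autodegrading MDM2–luciferase fusion reporter; amount: 2000 cells seeded into each well; buffer or medium: DMEM; benchmarks: plate control and blank wells; signal: luciferase luminescence; timing: 2 h compound exposure at 37 °C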
TRPN1 ag: agonists of zebrafish TRPN1 channel; activation, % at 3 µM; HEK293 zebrafish TRPN1-YFP, Fluo-8 calcium fluorescence; 100% = response to 87 µM carbachol; 0.18% of 220,000 active;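 active = activation above its plate's cutoff, the mean activation of test wells on that plate plus 3 SD, cut at about 19% in these data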;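 note: 0% = DMSO alone and 100% = 87 µM carbachol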
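Control set: carbachol 87 µM as high control, DMSO as low control; system: HEK293 stable line with zebrafish TRPN1-YFP; read-out: % activation versus carbachol response; detection: intracellular calcium fluorescence with Fluo-8; doses: single test compound dose, 3 µM nominal, 0.3% DMSO; schedule: dye 1 h 37 °C plus 30 min RT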
CHOP inh: CHOP inhibition in unfolded protein response; CHO-K1 CHOP-promoter luciferase, tunicamycin-induced, 15-18 h; inhibition, % at 10 µM; 3.8% of 220,000 active;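 active = compounds that reduced the stress-induced luciferase reporter signal by more than about 70% of percent inhibition, limit read from the data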;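 note: 0% = tunicamycin plus vehicle and 100% = wells without tunicamycin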
TRPML3 ag: activates the human TRPML3 channel | activation, % at 3 µM | HEK293 TRPML3-YFP, Fluo-8 calcium fluorescence; 100% = the carbachol control signal | Q8TDD5 | 0.29% of 220,000 active | AID 1448;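 active = activation above its plate's cutoff, the mean activation of the plate's test wells plus 3 SD, cut at about 12% in these data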;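 note: 0% = DMSO only wells and 100% = carbachol wells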
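Test system: TRPML3-YFP stable HEK293 cells. Doses: single point at 3 µM. Incubation: dye loading 1 h 37 °C then 30 min ambient, 125 s read. Signal: Fluo-8 calcium dye fluorescence, ex 470-495, em 515-575 nm. Measure: percent activation from peak-to-basal fluorescence ratio, scaled between DMSO and carbachol.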
EBV gp42 block: EBV gp42 inhibition; Fluorescence polarization binding assay, mP read-out; Q1HVG2; AID 1085; inhibition, % (tested at 21.74 µM); 0.42% of 220,000 active; in the data active = inhibition above about 50%
Target sequence (Q1HVG2 whole entry, looked up): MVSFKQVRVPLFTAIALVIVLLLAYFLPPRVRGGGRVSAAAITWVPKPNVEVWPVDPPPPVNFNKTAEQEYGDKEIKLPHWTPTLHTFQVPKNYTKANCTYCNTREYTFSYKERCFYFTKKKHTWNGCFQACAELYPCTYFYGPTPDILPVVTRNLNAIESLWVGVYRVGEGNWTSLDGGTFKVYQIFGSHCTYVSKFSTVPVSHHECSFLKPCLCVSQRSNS
NCF1 inh: p47phox (human) inhibition; P14598; p47phox/p22phox peptide binding, fluorescence polarization, 2 h; inhibition, % at 24.7 µM; 0.53% of 220,000 active; AID 1274;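 active = inhibition above about 30%, limit read from the data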;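 note: 0% = p47phox with labelled peptide and 100% = labelled peptide alone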
TNF death inh: inhibitors of TNF-alpha induced necroptosis in Jurkat FADD-/- cells; Jurkat FADD-/- TNF necroptosis rescue, ATP luminescence, 24 h; 0 = TNF only, 100 = no-TNF cells; activation (protection from cell death), % at 10 µM; 0.068% of 220,000 active;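 active = activation, meaning protection from cell death, of at least 50% relative to plate controls; inactive = activation below 50%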;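 note: necroptosis triggered by 40 ng/mL TNF-alpha added together with compound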
PPC-1+TRAIL kill: compounds killing PPC-1 cancer cells with TRAIL present (potentiator screen, no TRAIL-free arm); PPC-1 cells + TRAIL, ATPLite viability luminescence; cell killing (% activity), % at 4 µM; 0.41% of 220,000 active;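 active = cell killing above 50% in the first pass at 4 µM, then a duplicate retest at 5 µM averaging 50% or more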;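 note: plate controls were cells with TRAIL plus DMSO for no effect and medium-only wells lacking cells for full effect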
Runt-SMMHC FRET: blocks binding of human RUNX1 Runt domain to CBFb-SMMHC; 0.74% of 220,000 active; Cerulean-Runt/Venus-CBFb-SMMHC FRET ratio 530/480, 1 h; Q01196+Q13951; inhibition, % at 20 µM;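 active = mean inhibition across duplicate retests at 20 µM reaching about 50%, limit read from the data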;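 note: 0% = DMSO wells and 100% = wells with excess untagged CBFb-SMMHC; inhibitors lower the FRET ratio by blocking Runt binding to CBFb-SMMHC; some results filed as inactive read as strong as hits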
Target sequence (Q01196 whole entry, looked up, the tested form may be a part): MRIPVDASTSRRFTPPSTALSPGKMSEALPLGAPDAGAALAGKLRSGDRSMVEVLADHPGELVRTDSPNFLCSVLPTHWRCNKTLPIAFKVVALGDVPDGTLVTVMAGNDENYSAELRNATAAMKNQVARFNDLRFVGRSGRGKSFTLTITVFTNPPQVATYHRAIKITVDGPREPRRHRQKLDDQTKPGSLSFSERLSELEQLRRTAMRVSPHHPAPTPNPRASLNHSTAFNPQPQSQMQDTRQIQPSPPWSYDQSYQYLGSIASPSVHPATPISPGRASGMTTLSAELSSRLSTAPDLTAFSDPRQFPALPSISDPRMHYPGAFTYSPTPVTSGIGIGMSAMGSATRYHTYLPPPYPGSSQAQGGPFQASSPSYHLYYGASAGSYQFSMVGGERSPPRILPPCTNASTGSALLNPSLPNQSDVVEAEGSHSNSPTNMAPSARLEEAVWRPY
Target sequence (Q13951 whole entry, looked up, the tested form may be a part): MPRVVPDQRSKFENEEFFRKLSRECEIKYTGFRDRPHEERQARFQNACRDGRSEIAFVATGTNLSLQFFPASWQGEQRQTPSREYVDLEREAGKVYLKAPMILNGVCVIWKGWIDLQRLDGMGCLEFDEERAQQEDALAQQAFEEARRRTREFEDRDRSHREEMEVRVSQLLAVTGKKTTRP
Numbers without * were called inactive; . = no result given.

SMILES	Mdm2 ligase inh	TRPN1 ag	CHOP inh	TRPML3 ag	EBV gp42 block	NCF1 inh	TNF death inh	PPC-1+TRAIL kill	Runt-SMMHC FRET
CCOC(=O)C1CCCN(C(=O)c2cccc([N+](=O)[O-])c2C)C1 (configuration not stated)	-3.9	1.2	-9.9	0.4	2.1	-4.2	-0.7	-14.5	-4.6
CCOC(=O)c1oc2cc(O)ccc2c(=O)c1-c1ccccc1OC	-6.9	0.8	-3.2	-0.1	-6.1	-9.2	-3.9	33.5	-5.2
O=C(COc1ccc(Cl)cc1Cl)NN1C(=O)/C(=C\c2ccc(Cl)cc2)SC1=S	3.5	1.5	8.7	1.1	-3.5	-8.9	-0.3	.	-0.4
CCCCc1ccc(NC(=O)CSC2=C(C#N)C(c3ccco3)C3=C(CCCC3=O)N2)cc1 (configuration not stated)	-8.2	0.3	34.5	0.6	-0.2	-14.8	0.1	1.0	0.8
Cn1ncc([N+](=O)[O-])c1C(=O)N/N=C/c1c[nH]c2ccccc12	2.9	3.6	-23.2	1.0	-24.9	-13.0	-1.2	18.2	-1.4
O=C(NCc1ccccc1Cl)c1csc2c1CCCCC2	-13.9	0.3	-0.3	0.4	-1.6	4.3	7.4	28.5	-0.6
COCCNC(=O)CSc1nnc(CCCN2C(=O)c3cccc4cccc(c34)C2=O)n1-c1ccccc1	-2.0	0.6	-17.8	0.8	3.3	3.5	1.0	11.6	-0.9
CCn1c(CSc2nnc(-c3cccnc3)n2-c2ccccc2C)nc2cc(C(=O)O)ccc21	-8.0	0.8	-2.2	1.2	-5.8	-219.4	0.6	13.4	-5.6
COc1cccc(NC(=O)CSc2nnc(Cc3cccn3C)n2-c2ccc(F)cc2)c1	-4.2	0.9	29.7	0.2	-15.8	2.0	-0.3	-2.8	-2.2
Cc1ccccc1NC(=O)C(c1ccccc1)C1CCCC1 (configuration not stated)	-18.8	-2.6	-5.8	-1.2	0.1	2.1	-1.6	9.4	0.5
CCc1nn(CC(=O)NCCCN(CC)c2cccc(C)c2)c(=O)c2cc3occc3n12	-0.6	-2.3	103.8*	0.0	-9.3	-1.4	0.0	1.9	0.5
CSc1cccc(NC(=S)N(CCN(C)C)C(C)c2ccccn2)c1 (configuration not stated)	-9.4	-2.6	18.5	0.5	-12.3	-6.4	0.2	28.3	-1.9
CCn1c2ccccc2c2nnc(SCC(=O)N(C)C3CCS(=O)(=O)C3)nc21 (configuration not stated)	-5.0	1.4	19.8	0.4	-20.5	-6.0	0.9	7.6	-1.6
CCN1C(=O)C2(C(C(=O)c3cc4ccccc4o3)=C(O)C(=O)N2CCCN(C)C)c2ccccc21 (configuration not stated)	-4.5	1.0	9.6	0.6	-11.6	-18.1	-0.4	19.2	-3.9
CN(C)c1nc(N)nc(Cn2nnc(-c3ccc(C(F)(F)F)cc3)n2)n1	-6.0	0.2	32.3	0.9	-1.9	3.4	1.7	21.3	1.3
CCCNC(=O)CS(=O)Cc1nc(-c2ccccc2C)oc1C (configuration not stated)	-9.2	1.0	-0.2	-0.1	-10.1	-0.1	1.0	1.5	-2.1
CN(C)CCCCOc1cccc(Br)c1	-21.6	1.6	26.6	1.3	-3.2	-2.2	3.4	1.3	-2.9
CCN(CC)S(=O)(=O)c1ccc2c(c1)nc(CCC(=O)Nc1ccc(N3CCOCC3)cc1)n2C	-84.8	0.5	2.1	-0.4	-10.5	-15.5	0.1	6.4	1.2
O=C(CN1CCN(C(=O)c2ccco2)CC1)Nc1cc(C(F)(F)F)ccc1Cl	13.6	0.5	-0.3	0.3	0.6	2.4	1.0	8.6	1.9
COc1ccc(-c2cn(-c3ccc(OC)cc3)c3[n+]2-c2ccccc2CC3)cc1	-17.9	0.2	14.4	0.7	-8.3	0.2	-4.5	30.8	1.8
O=C(CSc1nnc(-c2cccnc2)n1-c1ccccc1)Nc1ccc2c(c1)OCO2	8.0	-1.4	14.2	1.2	-14.9	-16.5	-1.8	-5.4	2.4
S=C(Nc1ccc(N2CCOCC2)cc1)Nc1ccc2nc(-c3ccco3)c(-c3ccco3)nc2c1	.	-0.2	18.9	0.0	110.8*	0.2	-3.4	15.1	-388.4
CCNC(=S)N(Cc1cc2cc(C)c(C)cc2[nH]c1=O)C1CCCC1	-8.7	0.6	25.4	1.0	2.7	1.0	-1.2	.	.
O=C(CSc1nnc(C2CC2)n1-c1ccccc1)NCCN1C(=O)CSC1=O	-15.5	-0.3	-3.2	0.3	5.6	-0.1	0.4	5.4	-0.8
CCOC(=O)c1c(CN(C)C)n(-c2ccccc2)c2cc(Br)c(OC)cc12	.	-0.8	50.0	1.1	-17.2	-15.2	2.6	29.4	-2.6

(list continues)
SMILES	Mdm2 ligase inh	TRPN1 ag	CHOP inh	TRPML3 ag	EBV gp42 block	NCF1 inh	TNF death inh	PPC-1+TRAIL kill	Runt-SMMHC FRET
Cc1ccc(N2CCN(C(=O)c3cc(C(=O)c4ccccc4C)c[nH]3)CC2)c(C)c1	-6.2	-0.8	49.5	0.4	10.8	5.3	-2.7	-5.5	1.7
CCOc1ccc2cc(C3CC(c4ccco4)=NN3S(=O)(=O)c3ccccc3)c(Cl)nc2c1 (configuration not stated)	-9.2	-1.4	1.7	0.3	-32.6	-78.7	3.8	18.2	-8.1
CC(C)CSc1n[nH]c(=S)s1	-1.4	0.5	5.4	0.8	-21.9	9.4	1.0	9.2	13.3
CCc1ccccc1-n1c(SCC(=O)N2CCCC2)nnc1-c1ccccn1	-5.7	-0.7	16.0	-0.2	-2.7	-1.9	-1.4	-0.3	0.8
Cc1cc(C)n(C(=O)c2cccc(S(=O)(=O)N3CCCCC3)c2)n1	-2.9	-1.2	-5.2	4.7	6.9	6.5	3.2	-1.0	-3.9
Cc1cc(C)cc(C(=O)NCC(=O)OCC(=O)Nc2cccnc2Cl)c1	-3.2	-1.0	15.1	0.2	-5.4	-3.3	0.5	0.9	2.3
O=C(NCc1ccccc1)c1cccc(COc2ccc3c(c2)CCC3)c1	-63.4	0.0	56.4	-0.1	-4.6	-24.9	2.9	6.0	0.5
Nc1nc(F)cc(NCc2ccccc2)n1	-14.3	1.7	-7.0	0.7	3.9	-17.2	-1.5	21.3	7.4
CN(C)/C=N/S(=O)(=O)c1ccc(Cl)cc1	-7.9	-0.5	3.5	0.1	-12.1	5.4	0.7	15.4	-3.4
CCC(=O)Nc1ccc2c(c1)ncn2-c1ccccc1OC	7.5	2.0	1.9	0.3	-14.8	-1.1	0.5	3.9	-1.8
O=C(O)c1cccc2c1C(=O)N(Cc1ccncc1)C2	-10.3	1.3	22.1	0.4	-6.1	-4.8	-0.5	-0.9	-0.3
Oc1ccc2c(c1)C1CCCC1(N1CCOCC1)O2 (configuration not stated)	-5.8	0.7	19.1	0.7	-5.9	-18.1	1.9	29.9	0.4
COc1ccc(C2CC(=O)c3cnc(N)nc3C2)c(OC)c1 (configuration not stated)	1.9	0.1	4.8	-0.1	-5.5	8.9	-5.6	-3.4	0.8
CNC(=O)C1CC(=O)N(Cc2ccc(OC)c(OC)c2)C(=Nc2ccc(OC)cc2)S1 (configuration not stated)	-51.4	0.3	6.1	0.0	-10.3	1.5	-1.3	-3.5	0.2
Cn1c(CSc2ccccc2)c(C#N)c2ccccc21	-15.8	-1.5	51.1	3.4	-13.4	-30.9	-0.7	0.0	1.5
COc1ccc(CCNc2nc3c(c(=O)n(C)c(=O)n3C)n2C)cc1OC	-6.0	0.8	-3.6	0.7	-0.8	-14.2	-1.1	21.7	2.7
O=C(Nc1ccno1)Nc1ccc(Cl)cc1Cl	-6.5	0.5	20.6	0.4	-10.8	-3.5	-5.4	12.8	-1.4
O=C1/C(=N\S(=O)(=O)c2cccs2)C([n+]2cccc(Cc3ccccc3)c2)=C([O-])c2ccccc21	-69.8	-0.8	65.0	0.5	142.3*	-190.0	-23.3	29.6	-2.3
COCC(C)Nc1ccc(S(=O)(=O)N2CCCC2)cc1[N+](=O)[O-] (configuration not stated)	-4.3	-0.1	-17.0	0.5	-8.4	-6.7	0.4	.	-3.5
CCOC(=O)c1cnn(-c2ccccc2)c1NC(=O)CN1CCCCC1	-5.6	-0.3	9.9	0.6	-13.2	-0.5	0.5	-2.1	1.7
O=C(/C=C/c1ccc(Cl)c([N+](=O)[O-])c1)c1cccnc1	-14.0	0.2	-22.2	-0.5	-9.0	-9.5	-6.2	21.1	7.6
CCCCOc1ccc(N(CC(=O)NCC2CCCO2)C(=O)CCC(=O)Nc2cc(C)ccn2)cc1 (configuration not stated)	-3.6	-1.1	42.8	-0.2	-5.0	3.8	-1.1	9.4	-8.9
ONC(=Nc1ccc(Cl)cc1)c1ccccc1	-9.9	-0.4	-30.2	0.2	-6.3	-0.9	5.0	1.3	-2.8
CC1CN(c2nc3ccccc3nc2C(C#N)C(=O)OC2CCCCC2)CC(C)O1 (configuration not stated)	-19.6	-1.6	-1.0	1.4	22.0	-2.0	-2.3	5.2	-43.7
CC(C)Oc1ccc(-c2nn(-c3ccccc3)cc2/C=c2\sc3ncnn3c2=O)cc1	-15.4	0.5	-24.2	-0.5	74.5*	-54.1	-1.2	-13.8	-285.3
Cc1ccc(S(=O)(=O)NNC(=O)C2CCN(S(=O)(=O)c3ccc(C)cc3)CC2)cc1	-12.4	-1.2	25.3	0.8	-8.3	9.6	-2.5	7.1	-2.4
CC(C)C(c1nnnn1Cc1ccc(F)cc1)N1CCN(Cc2ccc3c(c2)OCO3)CC1 (configuration not stated)	-6.8	-0.7	23.2	-0.5	-21.9	-4.2	-0.8	-8.5	1.7
N#Cc1nc(-c2cccs2)oc1N1CCN(Cc2ccccc2)CC1	-0.1	-0.6	13.7	0.2	-9.6	-14.7	-2.1	12.4	-4.6
CCOc1cc2c(cc1OCC)C(c1ccccc1OC)OC(=O)C2 (configuration not stated)	8.0	-2.4	32.3	-1.2	0.9	-1.7	-0.2	6.0	-1.1
COc1ccc(S(=O)(=O)N2CN(Cc3ccco3)c3nc4ccccc4nc32)cc1	-14.2	0.6	28.1	0.8	21.2	-44.0	-3.3	13.4	-6.7

Exported as comma-separated lines: entries from further up.
molecule,Mdm2 ligase inh,TRPN1 ag,CHOP inh,TRPML3 ag,EBV gp42 block,NCF1 inh,TNF death inh,PPC-1+TRAIL kill,Runt-SMMHC FRET
Cc1ccc(N2CCN(C(=O)c3cc(C(=O)c4ccccc4C)c[nH]3)CC2)c(C)c1,-6.2,-0.8,49.5,0.4,10.8,5.3,-2.7,-5.5,1.7
CC1CN(c2nc3ccccc3nc2C(C#N)C(=O)OC2CCCCC2)CC(C)O1 (configuration not stated),-19.6,-1.6,-1.0,1.4,22.0,-2.0,-2.3,5.2,-43.7
CNC(=O)C1CC(=O)N(Cc2ccc(OC)c(OC)c2)C(=Nc2ccc(OC)cc2)S1 (configuration not stated),-51.4,0.3,6.1,0.0,-10.3,1.5,-1.3,-3.5,0.2
COc1ccc(S(=O)(=O)N2CN(Cc3ccco3)c3nc4ccccc4nc32)cc1,-14.2,0.6,28.1,0.8,21.2,-44.0,-3.3,13.4,-6.7
